Source: PubChem (several laboratories)
STAT1 act: STAT1 signaling activators, primary screen, cell-based, HTS, luciferase reporter. activation (% of control), % at 5.5 µM. 2.6% of 200,000 active. AID 932, 2007. NIH 3T3 STAT1-luciferase reporter, IFN-gamma, luminescence; 100% = IFN-gamma alone, no compound;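 active = activation above the screen-wide mean activation plus 3 SD, cut at about 130% in these data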;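 also: raw ratio to IFN-gamma control signal so 100% means no change and 0% no light; values of inactives mirror those of a sister screen read the other way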
DTT redox prof: compounds producing H2O2 with reducing agent – biochemical, NIH compound library profiling, artefact control for MLSCN library redox annotation, primary screen; 0.03% of 200,000 active; DTT-dependent redox cycling H2O2, phenol red/HRP absorbance; 100% = 100 µM peroxide control, 0% = buffer; activation, % at 10 µM;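 active = activation of at least 50% relative to the plate's high and low controls in the primary single-dose screen; inactive = activation below 50%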;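 also: compound incubated with DTT at 0.8 mM final as the reducing agent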
APP transl inh: inhibitors of APP translation via 5'UTR reporter, primary screen, APP 5'UTR luciferase, SH-SY5Y cells; SH-SY5Y APP 5'UTR-luciferase reporter, luminescence; inhibition, % at 2 µM; 0.82% of 190,000 active; AID 1285, 2008;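 active = inhibition above a set limit, derived from the sample mean plus 3 SD, cut at about 45% in these data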; also: values of inactives mirror those of a sister screen read the other way
Efa HMGR inh: inhibitors of E. faecalis class II HMGR, primary screen, biochemical, Enterococcus faecalis. HMG-CoA reductase (Enterococcus faecalis, mvaE). purified E. faecalis HMGR, NADPH absorbance 340 nm kinetic. inhibition, % at 10 µM. 0.41% of 190,000 active;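 active = inhibition above a set limit, the median over all tested compounds plus 3 SD, cut at about 9.5% in these data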;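 also: enzyme runs in reverse so mevalonate oxidation gives rising NADPH absorbance; 0% = complete reaction with DMSO and 100% = background rate lacking mevalonate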
APP 5'UTR act: activators of APP 5'UTR luciferase reporter, primary screen, SH-SY5Y cells. activation, % at 2 µM. SH-SY5Y APP 5'UTR luciferase reporter, luminescence; zero percent = DMSO vehicle wells. 1% of 190,000 active. AID 1276, 2008;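 active = activation above a set limit, based on mean plus 3 SD of controls, cut at about 140% in these data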; also: values of inactives mirror those of a sister screen read the other way
G6PDH CS: L. mesenteroides G6PDH inhibitors, counter-screen for G6PDH-coupled screening assays, biochemical, Leuconostoc mesenteroides enzyme | glucose-6-phosphate dehydrogenase [Leuconostoc mesenteroides] | Purified L. mesenteroides G6PDH, diaphorase/resazurin coupled fluorescence, 45 min | AID 1020, 2008 | 0.12% of 200,000 active | inhibition, % at 5 µM; in the data active = inhibition above about 50%
FLuc inhib CS: firefly luciferase enzyme inhibitors, primary screen, artefact control for luciferase-based inhibitor screens, biochemical, luminescence, ATPLite. 10 min. inhibition, % at 10 µM. 1.5% of 200,000 active. AID 1006, 2008;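 active = inhibition above about 50% when tested at 10 µM, limit read from the data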
Target sequence (P08659 whole entry, looked up): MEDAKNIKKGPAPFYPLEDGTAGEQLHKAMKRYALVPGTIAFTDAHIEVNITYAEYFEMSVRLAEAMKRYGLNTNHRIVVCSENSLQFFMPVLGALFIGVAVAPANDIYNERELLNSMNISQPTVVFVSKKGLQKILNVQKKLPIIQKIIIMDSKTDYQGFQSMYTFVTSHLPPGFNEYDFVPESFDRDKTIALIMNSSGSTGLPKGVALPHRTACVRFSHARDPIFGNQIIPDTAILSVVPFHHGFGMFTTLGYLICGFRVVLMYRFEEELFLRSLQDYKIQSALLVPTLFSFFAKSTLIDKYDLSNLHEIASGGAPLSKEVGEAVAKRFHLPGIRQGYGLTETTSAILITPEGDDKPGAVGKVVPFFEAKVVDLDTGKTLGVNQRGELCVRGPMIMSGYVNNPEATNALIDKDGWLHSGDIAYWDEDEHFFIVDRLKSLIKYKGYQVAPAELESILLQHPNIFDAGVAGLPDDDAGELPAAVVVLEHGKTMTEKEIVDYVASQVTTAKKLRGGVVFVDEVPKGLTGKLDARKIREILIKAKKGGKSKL
FLuc act counter: FLuc activators, initial screening, artefact control for FLuc-dependent activation tests, biochemical, ATPlite luminescence; AID 1027, 2008; activation factor at 10 µM; ATPlite luciferase biochemical, 10 min; 0 = ATP-free wells, 1 = DMSO control; Luciferin 4-monooxygenase (Photinus pyralis), P08659; 200,000 tested, under 10 active;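 active = luciferase activation factor, scaled between plate controls, of at least 2 with compound at 10 µM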
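Material: Luciferase/luciferin reagent mix; Doses: test compounds dosed from 2 mM stocks in 100% DMSO; Schedule: 10 min incubation after luciferase reagent addition, room temperature; Measured by: luminescence from luciferase reaction; Read-out: luminescence gain marking luciferase activators.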
NF-kB expr up: activators of NF-kB expression in neurons, primary screen, cell-based, HTS | 1.6% of 190,000 active | fold change at 12.5 µM | AID 1239, 2008 | human neuronal cells, NF-kB reporter expression; hits give high values; in the data active = fold change above about 3.3
Hsp70 act: Hsp70 transcriptional activators, primary screen, cell-based, HeLa, Hsp70 promoter luciferase, luminescence, 10 µM; HeLa Hsp70 promoter luciferase reporter; scaled: vehicle 0, proteasome-inhibitor control 100%; 0.04% of 200,000 active; activation, % at 10 µM; AID 1203, 2008;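 active = activation above the mean across all tested compounds plus 3 SD, cutoff set per campaign, cut at about 5.5% in these data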;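 also: 100% = MG132 at 30 µM as the positive control and 0% = DMSO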
The depositor's hits bear a star; . = not tested or not shown.

SMILES	STAT1 act	DTT redox prof	APP transl inh	Efa HMGR inh	APP 5'UTR act	G6PDH CS	FLuc inhib CS	FLuc act counter	NF-kB expr up	Hsp70 act
CCN1CCN(c2nc(N)c([N+](=O)[O-])c(Nc3cccc(C)c3)n2)CC1	97	-0.3	4	-4	-4	1	-7	1.1	1.1	0.1
CC(=O)c1c(N2CCN(Cc3ccccc3)CC2)nc(=S)n(Cc2ccccc2)c1C	86	-0.3	-5	-5	5	8	-8	1.1	0.82	-0.3
O=C(NCCC1=CCCCC1)C1CCC(CNS(=O)(=O)c2ccccc2)CC1 (stereo unspecified)	95	-0.5	-11	0	11	4	-12	1.1	0.98	-0.2
CCc1ccc(NC(=O)C2CCCCC2C(=O)O)cc1 (stereo unspecified)	101	-1.9	13	-6	-13	-16	-6	1.1	1.2	0.5
CCn1c2ccccc2c2nnc(NN)nc21	103	0.3	-7	-1	7	6	0	1	0.62	-0.2
COC(=O)c1cc(Cc2ccc(N)c(C(=O)OC)c2)ccc1N	100	2.4	11	0	-11	4	-8	1.1	1.2	-0.1
O=C(c1ccc([N+](=O)[O-])cc1)n1nc(-c2ccccc2)nc1NCc1ccc(F)cc1	117	2.2	-37	3	37	-3	-5	1	1.2	0.1
CN1C(=O)N(C)C(NC(=O)Nc2ccccc2)C1NC(=O)Nc1ccccc1 (stereo unspecified)	95	2.4	-7	-10	7	1	-4	1	1.2	-0.1
CCN(CC)CC(=O)Nc1cccc2c1C(=O)c1ccccc1C2=O	112	0.5	-8	-8	8	10	-8	1.1	1.5	-0.3
O=C(NCC1CCCO1)C1CCN(C2CCN(CCCC3CCCC3)CC2)CC1 (stereo unspecified)	92	0.2	-3	-6	3	9	-1	1	1	-0.4

Overlap with the part before: 2 compounds; new compounds follow.
SMILES	STAT1 act	DTT redox prof	APP transl inh	Efa HMGR inh	APP 5'UTR act	G6PDH CS	FLuc inhib CS	FLuc act counter	NF-kB expr up	Hsp70 act
CCN(CC)CC(=O)Nc1cccc2c1C(=O)c1ccccc1C2=O	112	0.5	-8	-8	8	10	-8	1.1	1.5	-0.3
O=C(NCC1CCCO1)C1CCN(C2CCN(CCCC3CCCC3)CC2)CC1 (stereo unspecified)	92	0.2	-3	-6	3	9	-1	1	1	-0.4
CC1Cc2ccccc2N1C(=S)NC(=O)C1(C)CC1(Cl)Cl (stereo unspecified)	95	-0.2	-13	-2	13	3	-5	1.1	1.2	-0.3
CC(C)(C)c1ccc(OCC(=O)NNC(=O)CCc2ccccc2)cc1	101	2.0	-6	-8	6	7	-6	1.1	1.2	0.7
CC(NC(=O)Nc1nccs1)(C(F)(F)F)C(F)(F)F	95	0.0	-17	5	17	-4	-8	1.1	1.5	-0.1
COc1cccc(CNC(=O)C2CCN(S(=O)(=O)N3CC(C)CC(C)C3)CC2)c1 (stereo unspecified)	90	0.5	-20	-9	20	1	2	1	0.98	-0.4
CC1=NN2C(=N)/C(=C\c3cc(C)n(-c4ccccc4)c3C)C(=O)N=C2S1	99	-0.4	-6	-4	6	5	25	0.8	1	-0.2
CCn1c(SCC(=O)O)nnc1-c1cccnc1	97	-0.9	-3	1	3	18	-8	1.1	1.3	0.2
CCOc1cc(S(=O)(=O)NCc2ccc(OC)cc2)c(OCC)cc1-n1cnnn1	102	-0.1	.	1	.	-4	-6	1.1	1.4	0.6
O=c1/c(=C/c2ccccn2)sc2n1CN(c1ccccc1)CN=2	100	-1.4	-3	-1	3	10	2	1	1.2	-0.2
COc1cccc(/C(O)=C2/C(=O)C(=O)N(Cc3cccnc3)C2c2ccco2)c1 (stereo unspecified)	103	0.7	-14	-4	14	8	-8	1.1	1.4	-0.3
CCOC(=O)C1CCCCN1Cc1ccc(OC)c(OC)c1OC (stereo unspecified)	92	-4.0	-3	-2	3	6	-8	1.1	1.2	-0.3
COC(=O)CCN(C(C)=O)c1ccc(N)cc1	106	2.1	0	-2	0	11	-6	1.1	1.2	-0.2
O=C(Cn1c(=O)n(Cc2ccco2)c(=O)c2ccccc21)Nc1cccc(Cl)c1	98	0.0	16	-5	-16	18	-3	1	0.86	-0.2
Cc1cccc(CN2CCN(C(=O)CCl)CC2)c1	84	0.4	7	-4	-7	-6	-3	1	1.2	-0.4
Cc1cc(N2CCCC2)nc(N2C3CCC2CC(O)(c2ccc(F)cc2)C3)n1 (stereo unspecified)	91	-1.2	9	-3	-9	12	-10	1.1	0.83	-0.2
O=C(Nc1ccc(OC(F)F)cc1)c1ncc(Cl)c(Cl)c1Cl	92	0.1	2	3	-2	5	-1	1	1.3	-0.2
CCCNC(=O)NCCc1ccncc1	105	0.0	4	-2	-4	1	-4	1	1.3	-0.5
Cn1nc(Oc2ncc(C(F)(F)F)cc2Cl)cc1C(F)(F)F	100	-0.5	-6	2	6	6	-1	1	1	0.1
COc1ccc([N+](=O)[O-])cc1N(CC(=O)Nc1ccccc1C(=O)NC(C)C)S(C)(=O)=O	97	0.3	-22	-1	21	7	-7	1.1	1.2	0.1
Cc1ccccc1N/N=C1\CCCNC1=O	113	1.3	-22	-3	22	19	0	1	1	-0.1
CC(C)c1ccccc1NC(=O)COC(=O)Cc1c[nH]c2ccccc12	102	0.3	3	-1	-3	5	-1	1	1.1	-0.2
Cc1ccc(S(=O)(=O)c2nc(Nc3ccccc3C#N)sc2Cl)cc1	101	0.7	-4	-6	4	12	-4	1	1.1	-0.2
CCCS(=O)(=O)c1c(S(=O)(=O)CCC)c2c(C(N)=O)cccn2c1C(=O)c1ccc(F)cc1	104	-0.5	3	-4	-3	6	-6	1.1	0.98	-0.1
CCCCCNC(=O)c1ccccc1SC	104	0.0	4	5	-4	0	-8	1.1	0.89	-0.1
Cc1ccccc1Cn1c(=N)n(CC(=O)c2ccco2)c2ccccc21	89	2.0	-12	-1	12	4	-9	1.1	0.57	-0.3
COC(=O)C(NC(=O)c1ccccc1)(Nc1cc(C)cc(C)n1)C(F)(F)F (stereo unspecified)	98	-0.4	5	-2	-5	-1	-9	1.1	0.89	-0.5
O=C1CN(C(=O)c2cnccn2)c2ccccc2N1	99	-2.6	-1	-8	1	5	-7	1.1	1.4	-0.2
Cc1occc1-c1n[nH]c(=S)n1C	100	-0.7	-4	-3	4	7	-9	1.1	1.1	-0.2
CCOC(=O)CSc1nnc(NC(=O)NC(C)C)s1	102	-0.9	-18	5	18	5	-3	1	1	0.0
Cc1cc(C)cc(C(=O)Nc2ccc3[nH]c(=O)[nH]c3c2)c1	98	-0.7	-19	0	19	3	-2	1	0.91	-0.4
O=C(c1ccncc1)N(Cc1ccccc1)Cc1nc2ccccc2c(=O)[nH]1	94	-0.3	-10	-1	10	8	-5	1	0.87	-0.2
CC(Cc1ccccc1)N/C=C1/CC(=O)NC1=O (stereo unspecified)	99	1.2	-13	2	13	8	-3	1	1.1	0.1
CCOC(=O)c1ccccc1NC(=O)COC(=O)c1ccc(C)c(S(=O)(=O)N2CCOCC2)c1	106	-2.0	5	2	-5	4	-8	1.1	1.1	0.2
O=C(N/N=C\c1cccc(Cl)c1)c1ccc(Cn2cc(Br)c([N+](=O)[O-])n2)o1	110	-0.2	0	-4	0	24	6	0.9	1.1	-0.1
COCCN(C(=O)Cn1nnc2ccccc21)C(C(=O)NC1CCCC1)c1cccc(OC)c1OC (stereo unspecified)	97	-0.4	-12	-7	12	4	-6	1.1	1.1	0.0
CCn1c2ccccc2c2nnc(SCC(=O)N3CC(C)OC(C)C3)nc21 (stereo unspecified)	100	2.1	-1	-1	1	0	-1	1	0.58	-0.3
O=C(/C=C/c1ccc(N2CCCCC2)c([N+](=O)[O-])c1)c1ccc(O)cc1	143*	-0.4	-121	-8	121	10	21	0.8	3.8*	1.6
Cc1ccc(-n2nc(-c3ccco3)cc2C(=O)O)c(C)c1	111	-1.1	7	-6	-7	5	-2	1	1.1	0.5
Cc1cccc(Oc2ccc(NC(=O)C3CC=CCC3C(=O)O)cc2)c1 (stereo unspecified)	106	-0.5	-6	-4	6	8	-5	1.1	1.1	-0.2
CCSc1nc(=S)n(-c2ccccc2)c(C)c1C(C)=O	105	-0.1	10	-4	-10	-1	-4	1	0.98	-0.6
O=[N+]([O-])c1ccc(Oc2c(F)c(F)nc(N3CCCC3)c2F)cc1	95	0.8	83*	5	-83	6	-4	1	1.1	-0.3
Cc1cccc(COCC(CC(C)C)N2CCN(C(=O)c3ccc(C(C)(C)C)cc3)CCC2=O)c1 (stereo unspecified)	98	0.2	4	-8	-4	11	4	1	0.56	-0.3
O=[N+]([O-])c1cc(C2Nc3cccc4cccc(c34)N2)ccc1Cl	98	1.8	-6	-3	6	8	-5	1.1	1	-0.3
C=CCNS(=O)(=O)c1ccc(OC)c(C)c1	109	4.6	-13	-1	13	-2	3	1	1	-0.4
CC(C(=O)OCC(=O)Nc1ncc(Cl)cc1Cl)N1C(=O)c2ccccc2C1=O (stereo unspecified)	100	0.1	-15	4	15	6	-5	1.1	0.97	-0.1
COc1ccc(/C(O)=C2/C(=O)C(=O)N(CCCN(C)C)C2c2ccc(C)o2)cc1Cl (stereo unspecified)	106	1.4	0	-3	0	-2	5	1	1.2	0.4
O=C1CSC(c2ccccc2F)N1c1cc(Cl)ccc1O (stereo unspecified)	100	-0.4	-12	-1	12	-4	-8	1.1	1.1	0.1
Cc1ccc(S(=O)(=O)N2CCC(C(=O)C3C(=O)CC(C)(C)CC3=O)CC2)cc1	92	-1.1	-20	0	20	3	-6	1.1	1	0.1
CC1CCCCN1C(=O)CSc1nc2ccccc2[nH]1 (stereo unspecified)	126	-1.8	-27	-3	27	2	4	1	1.8	0.0
O=C1CCCc2oc3ccc(NS(=O)(=O)c4cccc5cccnc45)cc3c21	89	-1.6	-7	2	7	3	-4	1	0.84	-0.3
O=C(CCCOc1ccccc1)N1CCN(c2ccccn2)CC1	129*	0.6	-153	1	153*	1	1	1	2.9	-0.1
CC(=O)N1CCc2cc(N=NC3=C(O)CC(C)(C)CC3=O)ccc21	132*	-1.8	-109	-2	109	-5	17	0.8	0.92	0.1
Cc1ccc(C)c(NC(=O)Cn2nnc(C(=O)Nc3c(C)cccc3C)c2N)c1	98	-0.5	6	-3	-6	4	-8	1.1	0.85	0.5
Cn1ncc([N+](=O)[O-])c1C(=O)n1nnc2ccccc21	101	-1.0	0	-1	0	1	-8	1.1	1.3	-0.1

One compound at a time, from the list above. Order of values: STAT1 act, DTT redox prof, APP transl inh, Efa HMGR inh, APP 5'UTR act, G6PDH CS, FLuc inhib CS, FLuc act counter, NF-kB expr up, Hsp70 act
O=C1CCCc2oc3ccc(NS(=O)(=O)c4cccc5cccnc45)cc3c21 is listed with 89, -1.6, -7, 2, 7, 3, -4, 1, 0.84, -0.3
O=C(N/N=C\c1cccc(Cl)c1)c1ccc(Cn2cc(Br)c([N+](=O)[O-])n2)o1 is listed with 110, -0.2, 0, -4, 0, 24, 6, 0.9, 1.1, -0.1
